Assay outcomes as filed in PubChem BioAssay.
IL-2 act – activators of IL-2. IL-2 activation reporter assay, cell-based qHTS; stimulated with anti-CD3/CD4/CD28 beads; in transgenic mouse T cells. activation, % (series mostly up to about 46 µM). actives 0.065% (n = 360,000). AID 652025; in the data active = activation above about 50%; inconclusive = mostly about 30% to 49%; note: 0% is about no effect
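First, unstimulated transgenic mouse T cells were exposed to compound for 60 min. Next, anti-CD3/anti-CD4-coated beads with anti-CD28 were added. Finally, after 18 h at 37 degrees C, EGFP and DsRed were imaged.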
PTHR1 agonist – agonists of human PTHR1 parathyroid hormone receptor. Q03431. HEK293 GP2 PTHR1 cells, GloSensor cAMP luminescence, 1 h. Potency, µM (doses to about 115 µM), for the others: top-dose activation, actives largely listed as activators. actives 0.075% (n = 410,000); note: potency is the fitted concentration of half-maximal effect; nearly all actives have a fitted effect of over 55% in size; some results filed as inactive show a strong effect at the top dose; inactives centre near -15; many of its hits are not listed in these tables
Target sequence (Q03431 whole entry, looked up): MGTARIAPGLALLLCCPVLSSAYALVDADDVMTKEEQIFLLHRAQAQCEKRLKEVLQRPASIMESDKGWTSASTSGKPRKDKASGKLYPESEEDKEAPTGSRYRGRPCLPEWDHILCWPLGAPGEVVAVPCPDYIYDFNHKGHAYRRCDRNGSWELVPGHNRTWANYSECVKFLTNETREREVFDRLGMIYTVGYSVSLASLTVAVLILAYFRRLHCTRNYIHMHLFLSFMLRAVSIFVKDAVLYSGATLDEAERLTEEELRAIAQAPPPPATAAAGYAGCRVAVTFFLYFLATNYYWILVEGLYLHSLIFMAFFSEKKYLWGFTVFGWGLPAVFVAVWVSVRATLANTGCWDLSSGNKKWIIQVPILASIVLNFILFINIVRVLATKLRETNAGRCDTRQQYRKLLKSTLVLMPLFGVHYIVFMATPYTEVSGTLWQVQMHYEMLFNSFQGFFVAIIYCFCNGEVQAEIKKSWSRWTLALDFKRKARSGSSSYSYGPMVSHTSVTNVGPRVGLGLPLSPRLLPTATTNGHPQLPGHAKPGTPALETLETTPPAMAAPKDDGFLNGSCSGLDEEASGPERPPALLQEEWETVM
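HEK-293-derived GP2 cells expressing PTHR1 and a GloSensor cAMP reporter, 3,000/well, plated overnight, given luciferin plus IBMX (each 0.5 mM as added) for 1 h at 37 °C, then compound for 1 h at 37 °C. Luminescence was read after 15 min at room temperature.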
GLP1R ag – GLP-1 receptor (human) agonism; P43220; HEK293 GLP-1R CRE-luciferase, luminescence, 4-6 h; cells express a hypersensitive GLP-1R form; Potency, µM (series often up to 45.6 µM), for the others: at the highest dose activation, hits mostly activators; actives 0.007% (n = 380,000); AID 624172; note: potency is the fitted concentration of half-maximal effect; % of control where 0% means no effect
EPAC1 agonist – activates human EPAC1 exchange factor; Potency, µM (highest dose often 154 µM), without a hit: at the top dose activation, most hits filed as activators; AID 720707; actives 0.073% (n = 360,000); O95398; EPAC1 agonist qHTS, biochemical assay; response scale: 100% = response to 6.5 mM cAMP; note: potency is the fitted concentration of half-maximal effect; nearly all actives have a fitted effect of over 60% in size
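Normalized to 6.5 mM cAMP, activity reflects EPAC1-catalysed release of BODIPY-GDP from Rap1B, followed kinetically over 30 min at 480 nm excitation, 540 nm emission. Reaction contained 100 nM EPAC1, 250 nM Rap1B-BODIPY-GDP, 50 uM GDP.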
EPAC1 antagonist – blocks human EPAC1 exchange factor | O95398 | actives 0.14% (n = 360,000) | Potency, µM (titrated, usually from 115 µM), for inactives: top-dose activity change, negative = inhibition, actives largely listed as inhibitors | AID 720709 | EPAC1 GEF assay, Rap1b-BODIPY-GDP exchange fluorescence;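 note: potency is the fitted concentration of half-maximal effect; plate controls were vehicle for no effect and positive control for full effect; nearly all actives have a fitted effect of over 50% in size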
PLK1 PBD inh – inhibitors of human PLK1 polo-box domain binding | Plk1 PBD binding of FITC phosphopeptide, fluorescence polarization | Potency, µM, without a hit: max response, negative = inhibition, actives largely listed as inhibitors | actives 2.8% (n = 360,000); note: potency is the fitted concentration of half-maximal effect; series mostly up to about 57 µM; % is set by controls: 0 for no effect and ±100 for the full control effect; nearly all actives have a fitted effect of over 65% in size
GLP1R cytotox – cytotoxic in the GLP-1 receptor inverse agonist counter-screen | HEK293 cAMP-luciferase reporter cells, luminescence, 24 h | actives 0.13% (n = 410,000) | AID 624418 | Potency, µM (series often up to 38.3 µM), inactives show at the top dose activity change, negative = inhibition, usual class: inhibitors;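 note: loss of luciferase light is scored as toxicity; potency is the fitted concentration of half-maximal effect; % is set by controls: 0 for no effect and ±100 for the full control effect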
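Compound-treated cells are incubated 24 hr at 37 deg C under 5% CO2 after a 12 hour attachment period, then luciferase detection reagent is added and luminescence is measured following 12 min at room temperature; lowered signal indicates toxicity.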
GLP-1R inv ag – acts as inverse agonist at human GLP-1 receptor. HEK293 GLP-1R CRE-luciferase, luminescence, 24 h; GLP-1R form is constitutively active. Potency, µM (series often up to 38.3 µM), for the others: at the top dose activity change, negative = inhibition, usual class: inhibitors. actives 1.6% (n = 410,000). AID 624417; note: potency is the fitted concentration of half-maximal effect; % is set by controls: 0 for no effect and ±100 for the full control effect; nearly all actives have a fitted effect of over 55% in size
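HEK293 cells stably co-expressing a cAMP-responsive luciferase reporter and constitutively active GLP-1R were seeded, incubated 12 h, then exposed to compounds for 24 h at 37 C. Luminescence was read 12 min after detection reagent; inverse agonists lower signal.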
PI5P4K alpha inh – PI5P4K alpha (human) kinase inhibition; P48426; AID 652105; actives 1.2% (n = 330,000); PI5P4Kalpha enzyme, ADP-Glo luminescence, 60 min; hits give low values; max response, %; active = max response of -50% or lower; inconclusive = between -30% and -50%; inactive = -30% or higher; note: value at the top dose of about 77 µM; % is set by controls: 0 for no effect and ±100 for the full control effect
Target sequence (P48426 whole entry, looked up): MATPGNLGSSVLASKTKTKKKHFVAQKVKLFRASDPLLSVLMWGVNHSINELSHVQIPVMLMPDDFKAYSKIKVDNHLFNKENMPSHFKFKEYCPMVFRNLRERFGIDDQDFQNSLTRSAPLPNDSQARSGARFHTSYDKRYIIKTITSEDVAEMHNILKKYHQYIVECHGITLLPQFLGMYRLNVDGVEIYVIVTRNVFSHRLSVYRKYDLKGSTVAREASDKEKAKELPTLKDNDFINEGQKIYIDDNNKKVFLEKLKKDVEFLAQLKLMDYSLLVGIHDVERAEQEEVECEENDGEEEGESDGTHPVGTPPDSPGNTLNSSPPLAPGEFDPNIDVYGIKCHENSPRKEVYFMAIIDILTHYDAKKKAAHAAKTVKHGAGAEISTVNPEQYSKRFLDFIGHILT
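PI5P4Kalpha ADP-Glo assay; 5 microM ATP final; 60 min RT reaction; HEPES pH 7.4/EGTA/CHAPS, 5% DMSO; controls lacking substrate or enzyme; luminescent end-point.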
* marks the source's active call; other numbers are inactive results; i = inactive; ? = inconclusive; [ ] = dose if it differs, or a comment. Unless noted, calls come from the whole dose curve; as a rule, active = well fitted curve in the direction sought with a large enough effect; inconclusive = small, poorly fitted or top-dose-only effect, or another doubt; inactive = no such curve, though single readings can be large; an effect the other way counts as inactive or inconclusive. The list is partial; count on the stated rates, not on these rows.

SMILES	IL-2 act	PTHR1 agonist	GLP1R ag	EPAC1 agonist	EPAC1 antagonist	PLK1 PBD inh	GLP1R cytotox	GLP-1R inv ag	PI5P4K alpha inh
COc1ccc(S(=O)(=O)NC2CC(=O)N(c3ccc4c(c3)OCCO4)C2)cc1 (stereo not given)	-0.8	-9.8%	7.2%	9.7%	-2.5%	1.2%	5.4%	16.1%	8.9
S=C(NCCCN1CCOCC1)NC1CCCC1	-1.6	-30.8%[inhibitor]	2.6%	-1.6%	-11.0%	-1.7%	-2.5%	-1.3%	-5.4
CCn1c2ccccc2c2cc(NC(=O)C(C)Oc3ccc(OC)cc3)ccc21 (stereo not given)	-0.7	-8.3%[57.5 µM]	1.5%	9.2%	-15.8%	0.2%	71.3%[activator]	?	13.9
C/C(CC(=O)Nc1ccc2c(c1)OCO2)=N\NC(=O)c1ccc(N)cc1	4.6	-6.0%	7.5%	8.6%	-1.8%	0.4%	-9.1%	5.4%	7.4
CCCCOC(=O)c1ccc(NC(=O)/C=C/c2cccs2)cc1	-4.7	-16.1%	-23.5%	7.9%	-19.8%	-7.9%	-4.9%	?	-0.2
CCOC(=O)C1=C(C)NC2=C(C(=O)C(C(=O)OCC)C(c3ccc(OC)cc3)C2)C1c1ccccn1 (stereo not given)	-0.3	i	0.9%	0.0%	0.0%	2.2%	12.9%	?	3.2
CCOC(=O)c1cc(S(=O)(=O)N2CCOCC2)cn1C	-0.8	i	2.5%	-6.1%	12.0%	-0.8%	6.4%	17.0%	1.7
CCOc1cccc2c1OC(c1cc(OC)c(OC)c(OC)c1)N1N=C(c3ccc(C)o3)CC21 (stereo not given)	1.1	-22.9%	8.0%	1.1%	-1.6%	4.6%	2.2%	?	-0.8
Cc1ccc(C)c(S(=O)(=O)N2CCN(C(=O)c3cc(S(=O)(=O)NCc4ccccc4)ccc3C)CC2)c1	-2.4	-15.3%	-0.3%	7.4%	-12.3%	-12.0%	-17.2%	?	-2.2
Cc1ccnc2nc(C(=O)Nc3nc(-c4ccccn4)cs3)nn12	-0.2	-2.3%	3.3%	1.5%	6.0%	-29.6%	-7.9%	4.9%	?
O=C(OCC(=O)c1c[nH]c2ccccc12)c1ccc([N+](=O)[O-])s1	0.6	-1.2%	12.0%	17.8%	-23.3%	-21.9%	-2.1%	3.2%	-1.5
CCOC(=O)N1CCN(c2c(Nc3cc(C)[nH]n3)c(=O)c2=O)CC1	-1.0	-13.9%	-4.8%	-6.0%	-7.0%	-6.6%	1.8%	3.6%	4.6
Cc1cc(=O)[nH]c(Nc2cccc(Cl)c2C)n1	-0.5	-9.2%	-2.2%	-11.2%	-17.9%	-0.8%	5.7%	0.3%	-2.4
NC(=O)c1ccccc1OCC(=O)O	0.4	i	-3.7%	-1.1%	10.9%	-6.1%	2.1%	14.6%	-8.7
CN(C)c1nc2c(c(=O)[nH]c(=O)n2C)n1CCCc1ccccc1	1.0	i	?	6.0%	12.2%	-8.2%	-0.1%	57.5%[activator]	-3.0
O=C(CCS(=O)(=O)c1ccc(Cl)cc1)NCCc1c[nH]c2ccccc12	-0.6	i	19.5%	6.8%	-10.4%	?	4.1%	?	3.6
O=C(NC(=S)Nc1ccccc1N1CCCCC1)c1ccc(F)cc1Cl	-4.0	i	5.1%	-3.5%	-3.3%	3.9%	?	?	10.0
Cc1cc(OCC(=O)OC(C)C(=O)NC2CC2)c(C(C)C)cc1Cl (stereo not given)	-2.2	-33.2%[inhibitor]	2.0%	-5.2%	4.6%	3.2%	-6.1%	-24.0%	0.5
CC[C@H](C)[C@H](NC(=O)CNC(=O)COc1cc2c(c3oc(=O)cc(C)c13)CCC(C)(C)O2)C(=O)O	0.5	i	-1.0%	-0.2%	-8.9%	-2.9%	-31.1%	14.7%	2.8
O=C(c1ccco1)N1CCN(C2CC(=O)N(c3ccc4c(c3)OCO4)C2=O)CC1 (stereo not given)	-3.5	i	-11.1%	-8.9%	9.5%	-7.5%	-2.9%	20.4%	-2.3

Reprinted at random: 3 compounds from above, in no set order.
SMILES	IL-2 act	PTHR1 agonist	GLP1R ag	EPAC1 agonist	EPAC1 antagonist	PLK1 PBD inh	GLP1R cytotox	GLP-1R inv ag	PI5P4K alpha inh
O=C(c1ccco1)N1CCN(C2CC(=O)N(c3ccc4c(c3)OCO4)C2=O)CC1 (stereo not given)	-3.5	i	-11.1%	-8.9%	9.5%	-7.5%	-2.9%	20.4%	-2.3
CN(C)c1nc2c(c(=O)[nH]c(=O)n2C)n1CCCc1ccccc1	1.0	i	?	6.0%	12.2%	-8.2%	-0.1%	57.5%[activator]	-3.0
O=C(NC(=S)Nc1ccccc1N1CCCCC1)c1ccc(F)cc1Cl	-4.0	i	5.1%	-3.5%	-3.3%	3.9%	?	?	10.0

Going on with the list:
SMILES	IL-2 act	PTHR1 agonist	GLP1R ag	EPAC1 agonist	EPAC1 antagonist	PLK1 PBD inh	GLP1R cytotox	GLP-1R inv ag	PI5P4K alpha inh
Cc1cc(N)n2ncc(-c3ccccc3)c2n1	-1.5	-6.2%[57.5 µM]	5.6%	-10.8%	0.5%	-7.1%	-13.8%	5.2%	0.8
O=C(CN1CCC(n2cnc3cc(F)ccc32)CC1)Nc1ccccc1Br	-1.3	-11.6%	10.1%	3.2%	-14.1%	-15.2%	-0.4%	2.5%	9.4
O=C(c1ccccc1)c1ccc(O)c(O)c1O	0.9	i	5.2%	16.2%	-26.8%	0.0%	-23.8%	-8.3%	-90.9*
CC(C)CC(NC(=O)C1CCC(C)CC1)C(=O)Nc1cccnc1 (stereo not given)	1.2	i	-4.5%	3.2%	5.9%	-2.2%	-11.0%	-26.1%	-2.3
CCN(CC)S(=O)(=O)c1ccc(NC(=O)C2c3ccccc3Oc3ccccc32)cc1	-0.3	-13.3%	-24.5%	9.0%	-9.5%	-9.7%	18.5%	?	-3.8
C/C(=N\NC(=S)NC(C)C)c1ccco1	-1.1	9.9%	5.5%	-0.3%	-12.3%	-15.7%	-0.6%[7.66 µM]	-23.2%[7.66 µM]	1.0
Cn1cccc1/C=N/NC(=O)c1cc2ccccc2cc1O	1.5	-20.5%	-1.8%	-4.2%	?	-1.0%	-15.0%	-21.3%	-20.6
Cc1cc(NC(=O)C2CCN(S(=O)(=O)Cc3ccccc3)CC2)ccc1-n1cnnn1	-1.2	-7.4%[57.5 µM]	4.7%	5.7%	-4.1%	-15.5%	14.3%	?	0.1
CCc1ccc(NC(=O)CSc2nnnn2C)cc1	-0.7	i	-6.6%	-6.2%	3.2%	0.5%	11.0%	4.8%	1.4
CCn1nnc(NC(=O)c2ccc(C(C)(C)C)cc2)n1	0.3	-21.0%	-6.7%	-6.8%	-4.5%	-12.5%	-10.1%	?	-3.8
CS(=O)(=O)N(CC(=O)Nc1cccc(F)c1)c1cccc([N+](=O)[O-])c1	-2.8	-1.4%[57.5 µM]	-1.3%	-3.8%	-1.4%	-0.5%	-0.3%	0.0%	1.9
NC1=C([N+](=O)[O-])C(c2ccc(F)cc2)C2=C(CCCC2=O)O1 (stereo not given)	-1.3	i	3.9%	-5.9%	-9.2%	-10.9%	9.4%	19.3%	-4.2
CCN1CCN(C(=O)C2(NC(=O)Nc3cccc(F)c3)CCCCC2)CC1	-0.3	-8.8%[57.5 µM]	4.1%	3.0%	-5.5%	-3.3%	12.4%	5.3%	7.2
NC(=O)c1cc([N+](=O)[O-])ccc1Nc1ccccc1	0.6	-24.5%	5.7%	6.0%	-13.7%	-8.4%	11.8%	55.3%[activator]	-1.7
COc1ccc(C(=O)c2ccc(Cl)cc2)cc1	-0.6	i	1.0%	-1.4%	-4.3%	-0.2%	-1.0%	-21.9%	7.9
COC(=O)c1cccc(C#CC(NP(=O)(c2ccccc2)c2ccccc2)c2ccccc2)c1 (stereo not given)	0.8	i	-4.6%	1.1%	-7.5%	-15.0%	11.1%	?	-4.5
NNC(=O)/C(=C\c1ccco1)NC(=O)c1ccco1	-0.4	4.3%	10.5%	0.8%	-6.3%	-6.5%	?	?	-1.1
COc1ccc(N(C(=O)CNC(=O)c2ccco2)C(C(=O)NCC2CCCO2)c2ccccc2)cc1 (stereo not given)	1.0	i	1.8%	8.2%	1.7%	-6.0%	-7.0%	-2.7%	5.1
COc1ccc(CN2CCN(Cc3cccc(OC)c3)C(CCO)C2)cc1 (stereo not given)	1.0	-5.2%	3.0%	-4.1%	3.9%	-1.8%	1.1%	-28.1%	0.3
CCc1ccc(-c2cnc3ccccc3n2)cc1NC(=O)CNC(=O)c1ccccc1	-1.5	-15.6%	2.3%	9.4%	-10.4%	-5.4%	-3.0%	-20.3%	1.7
C[C@H]1CN([C@@H](C)CO)C(=O)c2cc(-c3cccc(F)c3)cnc2O[C@@H]1CN(C)S(C)(=O)=O	-3.3	-18.6%	-0.2%	10.2%	5.3%	-9.2%	-1.1%	11.4%	-4.5
COc1cc2sc3ccc(C#Cc4ccccn4)cc3c(=O)c2cc1OC	-0.3	i	10.8%	-24.0%	-23.5%	-23.2%	-13.0%	7.1%	-16.6
COc1ccc(OC)c(-n2c(Cn3c(-c4ccccn4)nc4ccccc43)n[nH]c2=S)c1	-2.0	-17.9%	-5.6%	-3.8%	-14.3%	-23.0%	0.3%	1.8%	-21.8
COC(=O)C1=C(C)N(c2ccc(OC)c(OC)c2)C(=O)/C1=C\c1ccco1	1.6	-43.3%	6.4%	-3.2%	4.1%	-3.9%	0.9%	15.8%	-7.2
O=C(NCCC(=O)N1CCN(S(=O)(=O)c2ccccc2)CC1)c1ccc(Br)cc1	-0.1	i	8.8%	?	15.6%	-4.5%	11.1%	0.5%	1.8
Cc1ccc(S(=O)(=O)N2CCCC2CNC(=O)C(=O)NCc2cccs2)cc1 (stereo not given)	-2.0	i	3.0%	3.3%	-5.0%	-1.1%	-9.5%	?	-2.8
COC(=O)c1c(C)c2c(C)cc3ccccn3c-2c1C(=O)OC	-0.7	-10.4%[57.5 µM]	30.5%	-6.2%	1.5%	-11.2%	1.8%	-18.5%	-7.2
CCNCCC(CCC(C)C)c1ccc2c(c1)OCO2 (stereo not given)	-2.0	i	6.4%	7.0%	-23.6%	9.5%	-23.3%	?	1.1
